High-throughput results as filed in PubChem BioAssay.
KCNH2 3.1 block – blocks the human KCNH2 3.1 channel isoform; U2OS KCNH2 3.1, thallium flux FluxOr; active compounds read low; activity change, % (tested at about 1.8 µM); 340,000 tested, 0.95% active; AID 720553;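 active = maximum activity change below -70%; inconclusive = maximum activity change from -70% to -50%; inactive = maximum activity change above -50%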;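 also: thallium influx rate constant from kinetic fluorescence after stimulation buffer; % is scaled to controls: 0 for no effect and ±100 for the full control effect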
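Steps: virus added to U2OS suspension (4 h, RT, dark); medium with 10% FBS added, cells plated, 37 C overnight; FluxOr/Red40 loading buffer 45 min RT; stimulation buffer, 2 min kinetic read; rate constant normalized.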
hERG WT inh – KCNH2 (human, wildtype) channel inhibition; 340,000 tested, 0.37% active; activity change, % at 1.84 µM; Q12809; AID 720551; U2OS, BacMam KCNH2, thallium flux FluxOr; active compounds read low;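 active = maximum activity change below -70%; inconclusive = maximum activity change between -70% and -50%; inactive = maximum activity change above -50%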; also: % is scaled to controls: 0 for no effect and ±100 for the full control effect
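U2OS cells were transduced with wild-type KCNH2 virus (2.03 x 10^8 / mL) for 4 h at room temperature, then cultured overnight at 37 C. Thallium flux was read with FluxOr dye. Rate constants were normalized to DMSO controls.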
ELG1 repair inh – ELG1-dependent DNA repair inhibition | HEK293T ELG1-luciferase reporter, luminescence, 16 h; DNA damage induced by 5-fluorouridine | Potency, µM (series often up to 46.1 µM), for inactives: at the highest dose activity change, negative = inhibition, usual class: inhibitors | 330,000 tested, 2.3% active | AID 504467; also: potency is read from the fitted curve at half-maximal effect; % is scaled to controls: 0 for no effect and ±100 for the full control effect; nearly all actives have a fitted effect of over 55% in size
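HEK293T cells expressing luciferase-tagged ELG1 (2,000/well) received 5-Fluorouridine plus compound or DMSO for 16 hr at 37 °C. Luciferase was read by ONE-Glo luminescence after 30 min at room temperature.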
A-T KAP1 phos – potential ataxia-telangiectasia treatments restoring KAP-1 phosphorylation | 320,000 tested, 0.19% active | AID 485349 | Potency, µM (doses to about 57.5 µM), inactives show top-dose activation, hits mostly activators | […] A-T fibroblasts, KAP-1 phosphorylation AlphaLISA; neocarzinostatin DNA damage 30 min before lysis; also: potency is read from the fitted curve at half-maximal effect; % of control where 0% means no effect; nearly all actives have a fitted effect of over 45% in size
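ATM-like activity read as KAP-1 phosphorylation via AlphaLISA donor/acceptor antibody pairs after lysis and 6 hr at 25C. Cells were ATM-null patient fibroblasts ([…], hTERT), dosed 60 min, then exposed to the DSB inducer NCS for 30 min.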
Mito fusion act – inhibitors of mitochondrial division or activators of mitochondrial fusion; S. cerevisiae fusion-defective mutant growth rescue, CellTiterGlo 48 h; 320,000 tested, 0.23% active; Potency, µM (titrated, usually from 46.1 µM), for inactives: at the top dose growth rescue (activation), usual class: activators;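 also: potency is read from the fitted curve at half-maximal effect; % of control where 0% means no effect; nearly all actives have a fitted effect of over 45% in size; temperature-sensitive fusion mutants such as fzo1-1 at 37 °C on non-fermentable ethanol glycerol medium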
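Read-out: ATP-based luminescence (CellTiterGlo, 10 min ambient) reporting growth of fusion-defective ts yeast after 48 hours at 37C on glycerol/ethanol YPEG medium in the presence of compound.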
TCR activator – T cell receptor activation | primary human leukocytes, anti-CD3, IL-2 HTRF, 48 h | 330,000 tested, under 10 active | Potency, µM (titrated, usually from 9.22 µM), for inactives: at the top dose activation of IL-2 secretion, hits mostly activators | AID 504894; also: % of control where 0% means no effect
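1) Mix primary human leukocytes, a-CD3 beads and compound. 2) Incubate 48 hr. 3) Add HTRF IL-2 reagents (a-IL-2-K, a-IL-2-d2).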
USP2a block – blocks human ubiquitin-specific protease USP2a; O75604; USP2 core, Ub-CHOP2 coupled fluorogenic reporter, 485/531; Potency, µM (top dose mostly 38.3 µM), inactives show at the highest dose activity change, negative = inhibition, usual class: inhibitors; 330,000 tested, 0.01% active;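 also: potency is read from the fitted curve at half-maximal effect; plate controls were DMSO wells for no effect and full inhibition by NEM control for full effect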
Target sequence (O75604 whole entry, looked up): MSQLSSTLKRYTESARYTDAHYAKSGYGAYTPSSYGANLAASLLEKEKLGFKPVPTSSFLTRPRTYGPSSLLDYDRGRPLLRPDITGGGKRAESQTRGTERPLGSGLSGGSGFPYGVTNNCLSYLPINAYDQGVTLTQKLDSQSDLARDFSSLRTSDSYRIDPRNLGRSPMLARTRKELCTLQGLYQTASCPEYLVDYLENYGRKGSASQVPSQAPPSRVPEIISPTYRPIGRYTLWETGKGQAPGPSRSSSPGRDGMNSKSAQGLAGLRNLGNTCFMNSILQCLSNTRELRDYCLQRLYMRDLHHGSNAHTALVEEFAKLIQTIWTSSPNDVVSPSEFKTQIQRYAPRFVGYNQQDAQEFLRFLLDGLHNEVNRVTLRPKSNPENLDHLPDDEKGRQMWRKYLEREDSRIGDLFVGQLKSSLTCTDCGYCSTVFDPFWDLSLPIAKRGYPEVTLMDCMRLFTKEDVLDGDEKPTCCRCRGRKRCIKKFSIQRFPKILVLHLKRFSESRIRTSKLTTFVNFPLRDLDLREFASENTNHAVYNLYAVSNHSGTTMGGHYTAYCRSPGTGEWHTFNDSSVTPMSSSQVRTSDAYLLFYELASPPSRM
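Cell-free coupled assay: 10nM USP2 core preincubated 30min RT with compound in Tris-HCl pH 8.0/CaCl2/CHAPS buffer, then 25nM Ub-CHOP2 and 25nM reporter substrate; fluorescence (Ex 485/Em 531) read after 60min RT, normalized to NEM inhibition, concentration-response curves fitted.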
TSHR antagonist – human thyrotropin receptor antagonism; P16473; TSHR-expressing cells, TSH-stimulated cAMP HTRF, 2 h; active compounds read low; activity change, negative = inhibition, % at 11.5 µM; 330,000 tested, 0.2% active;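 active = activity change below a set negative limit, meaning inhibition stronger than a set level, cut at about -70% in these data; inconclusive = activity change between two set negative limits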; also: % is scaled to controls: 0 for no effect and ±100 for the full control effect
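Cell-based HTRF cAMP assay; TSHR cells + compound, TSH EC80 (4nM final), 2 h, 37 deg C. Lysis with anti-cAMP cryptate and cAMP-d2, 30 min RT, read 665/620 nm.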
Eya2 phos inh – inhibitors of human Eya2 phosphatase activity | recombinant Eya2, OMFP fluorescence dephosphorylation (OMFP is methylfluorescein phosphate) | O00167 | Potency, µM (series often up to 76.9 µM), for the others: at the top dose activity, negative = inhibition, usual class: inhibitors | 330,000 tested, 0.006% active; also: potency is read from the fitted curve at half-maximal effect; % is scaled to controls: 0 for no effect and ±100 for the full control effect
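Eya2 protein (added as 0.2 uM solution) was preincubated with compound for 10 min at ambient temperature in 50 mM HEPES pH 7.5, 50 mM NaCl, 5 uM MgCl2, 0.05% BSA, 1 mM DTT. OMFP (added at 50 uM) then reacted 10 min; fluorescence read at 485/525 nm.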
TRPV1 agonist – activates the human vanilloid receptor TRPV1; 320,000 tested, 0.19% active; TRPV1-expressing cells, Fluo-8 calcium influx, agonist mode; activation, % at 8.33 µM; AID 540275; in the data active = activation above about 80%; inconclusive = between about 30% and that limit; also: 0% is about no effect
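Fluo-8 calcium influx in TRPV1-expressing cells, kinetic read (ex 480/em 520 nm). Compound added and read 3 min for agonist activity, followed by capsaicin at EC20 final and 2 min further read for enhancement.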
Active calls of the source: *; ? = inconclusive; . = not tested or not shown; [ ] = remark or other dose. Unless noted, calls follow the shape of the dose curve; as a rule, active = well fitted curve in the direction sought with a large enough effect; inconclusive = small, poorly fitted or top-dose-only effect, or another doubt; inactive = no such curve, though single readings can be large; an effect the other way counts as inactive or inconclusive.

The line under a structure holds: KCNH2 3.1 block | hERG WT inh | ELG1 repair inh | A-T KAP1 phos | Mito fusion act | TCR activator | USP2a block | TSHR antagonist | Eya2 phos inh | TRPV1 agonist
COc1cc(C)c(-c2nc(CN3C[C@@H]4C[C@@H](C3)c3cccc(=O)n3C4)c(C)o2)cc1C
    -9 | 7 | -5% | 4% | 3% | 1% | 7% | 8 | 7% | -3
Cc1nn(Cc2ccc(Cl)cc2Cl)c(Cl)c1C(=O)Nc1ccc(OC(F)F)cc1
    -14 | 12 | 8% | -3% | 6% | -4%[46.1 µM] | ? | -6 | 0% | 0
Nc1cc(N2CCNCC2)c([N+](=O)[O-])cc1Cl
    -8 | -8 | 17% | -3% | -10% | 7%[46.1 µM] | -1% | 1 | 0% | -1
COc1ccc(OC)c(C(Nc2ccccc2)P(=O)(OC(C)C)OC(C)C)c1 (centres undefined)
    11 | -1 | ? | -9% | 5% | 2% | -1% | 1 | 12% | ?
CC(C(=O)Nc1ccc(Br)cc1C(=O)c1ccccc1)N1CCCCC1 (centres undefined)
    . | -2 | 2% | 7% | -2% | -8% | -1% | 2 | ? | 7
Cn1c(O)c(/C=N/N2CCCCC2)c(=O)[nH]c1=O
    22 | -1 | 4% | -12% | -2% | 4%[46.1 µM] | 2% | 3 | 9% | -1
O=C(CN1CCCCC1)c1ccccc1F
    -6 | 0 | -1% | 0% | -2% | 13% | 0% | -2 | -5% | 1
CCCN(CC#CCO)CCC
    -4 | 0 | 0% | -3% | 0% | -4%[46.1 µM] | 3% | 2 | 0% | 2
CCN(CC)C(=O)c1ccc(NC(=O)Nc2ccccc2F)cc1
    2 | -8 | ? | 2% | -32%[inhibitor] | -2% | 6% | 6 | 6% | 6
O=C(O)[C@H]1NC[C@H]2C[C@H]21
    15 | -11 | 10% | -3% | -1% | 1% | 0% | 3 | -1% | -3
COC(=O)C1=C(c2ccc(-c3ccccc3)c(F)c2)C[C@@H]2CC[C@H]1N2C(=O)N1CCC(C)CC1
    0 | -7 | ? | 3% | 22% | 6% | 2% | -49 | -10% | 17
C[C@]12CCC(=O)C=C1CCC1C2CC[C@@]2(C)C1CC[C@@]2(O)CC#N (some centres undefined)
    -4 | -10 | -4% | 12% | -2% | 0% | 7% | -4 | 10%[15.4 µM] | 13
COC(=O)C1=C(c2ccc(F)cc2OCc2ccccc2)C[C@@H]2CC[C@H]1N2C(=O)NCc1ccc(OC)c(OC)c1
    -74* | -5 | ? | 2% | 12% | -5% | -10% | 14 | -2% | ?
COc1ccc(CCN(C)Cc2ccc(F)cc2F)cc1OC
    4 | 32 | 6% | -2% | -2% | 2% | 1% | -3 | -19% | -2
CCN1CCN(Cc2ccccc2C)CC1
    3 | -14 | 6% | 4% | 0% | 2% | 4% | -1 | -30% | 2
CC/C=C/CC(=O)N[C@@H](c1ccccc1)[C@@H](O)C(=O)O[C@H]1C[C@@]2(O)[C@@H](OC(=O)c3ccccc3)C3[C@](C)(C(=O)[C@H](OC(C)=O)C(=C1C)C2(C)C)[C@@H](O)C[C@H]1OC[C@@]31OC(C)=O (some centres undefined)
    -5 | 7 | ? | -2% | 2% | 0% | 3% | -1 | -22% | 1
CN1CC=C2C(C#N)=C(N)C(C#N)(C#N)C(c3ccncc3)C2C1 (centres undefined)
    4 | 18 | 22% | -11% | -2% | 7% | 20% | 5 | -1% | 6
Cc1cccc(-n2c(O)c(C=NCc3cccnc3)c(=O)[nH]c2=O)c1C
    -3 | -4 | 7% | 5% | -2% | -1% | 3% | 10 | 2% | -3
O=c1[nH]c(N2CCN(Cc3ccc4c(c3)OCO4)CC2)nc2c1CCC2
    -6 | -12 | -2% | 1% | -4% | -4% | 3% | 7 | -17% | 0
CCC(CC)NC1CCCCC1OC (centres undefined)
    11 | -16 | 11% | -5% | 0% | -5%[46.1 µM] | 6% | 3 | 4% | -1
O=C(O)CC1OCC=C2CN3CCC45C6=CC(=O)C(=O)C([N+](=O)[O-])=C6NC4C1C2CC35 (centres undefined)
    12 | 9 | 4% | -7% | 4% | 5% | 2% | 3 | 2% | -2
CC(=O)OC1(c2ccccc2)CCN(C)C2CCCCC21 (centres undefined)
    0 | -4 | 1% | 9% | -4% | 1% | 2% | 35 | 9% | 5
CCN(CC)Cc1c[nH]c2ccccc12
    2 | 0 | ? | -6% | 23% | 0% | -4% | 8 | 8% | 0
CCOC(=O)C1CCN(/C=C2/C(=O)NC(=O)N(c3ccc(OCC)cc3)C2=O)CC1
    11 | -3 | -13% | -3% | -4% | -1% | 1% | 5 | -19% | -2
Nc1c2c(nc3sc4c(c13)CCCCC4)CCCC2
    2 | 19 | ? | 1% | 10% | -1%[46.1 µM] | 0% | 22 | -17% | -4
CCC1C(c2ccccc2)NC(c2ccccc2)CC1(O)c1ccc(F)cc1 (centres undefined)
    7 | 2 | -11% | -4% | -15% | 0% | -2% | 3 | -4% | 4
Cc1ccc(-c2cc(C(=O)N3CCC4(CC3)OCCO4)no2)cc1
    6 | -5 | ? | -1% | 1% | 3% | -2% | -5 | -1% | 0
Cc1ccsc1C(=O)C1CCCN(Cc2ccc(O)cc2)C1 (centres undefined)
    11 | 10 | 9% | -3% | -3% | -2% | -3% | 7 | 3% | 10
CNC(=S)N(C)CCc1cc2c(c(OC)c1C=C1C(=O)NC(=O)NC1=O)OCO2
    25 | 0 | 15% | 1% | -3% | -2% | 2% | -4 | -1% | -1
NC1=NC(=O)C(c2ccccc2)O1 (centres undefined)
    . | . | . | . | 3% | . | -1% | -2 | 1% | -2

As a short view, part of the list above.
The line under a structure holds: KCNH2 3.1 block | hERG WT inh | ELG1 repair inh | A-T KAP1 phos | Mito fusion act | TCR activator | USP2a block | TSHR antagonist | Eya2 phos inh | TRPV1 agonist
Cc1ccc(-c2cc(C(=O)N3CCC4(CC3)OCCO4)no2)cc1
    6 | -5 | ? | -1% | 1% | 3% | -2% | -5 | -1% | 0
Cc1ccsc1C(=O)C1CCCN(Cc2ccc(O)cc2)C1 (centres undefined)
    11 | 10 | 9% | -3% | -3% | -2% | -3% | 7 | 3% | 10
CNC(=S)N(C)CCc1cc2c(c(OC)c1C=C1C(=O)NC(=O)NC1=O)OCO2
    25 | 0 | 15% | 1% | -3% | -2% | 2% | -4 | -1% | -1
NC1=NC(=O)C(c2ccccc2)O1 (centres undefined)
    . | . | . | . | 3% | . | -1% | -2 | 1% | -2

Continued.
The line under a structure holds: KCNH2 3.1 block | hERG WT inh | ELG1 repair inh | A-T KAP1 phos | Mito fusion act | TCR activator | USP2a block | TSHR antagonist | Eya2 phos inh | TRPV1 agonist
COC(=O)OCC12CCC(O1)C1(C)C(=O)OCC21 (centres undefined)
    -12 | -3 | 1% | -1% | 0% | -9%[46.1 µM] | 1% | 10 | -2% | 5
CCN(CC)c1ccc(/C=C2/C(=O)NC(=O)N(Cc3ccco3)C2=O)cc1
    -31 | -14 | ? | 4% | -2% | -6%[46.1 µM] | 5% | -5 | 0% | 2
CC(C)(C)c1ccc(OCCON2C(=O)CCC2=O)c(Cl)c1
    1 | 4 | ? | -2% | 2% | -4% | -1% | -7 | -9% | ?
CC(C)COP(=O)(c1ccc(N(C)C)cc1)C(Nc1ccccc1)c1cccnc1 (centres undefined)
    -2 | -4 | ? | 1% | 4% | 2%[46.1 µM] | 1% | -4 | 1% | -3
O=[N+]([O-])c1ccc(N2CCNCC2)cc1N1CCCCCC1
    -12 | 16 | 16% | -4% | -12% | 0% | -1% | 3 | -18% | -2
CCOc1ccc(C(C)=O)cc1Cn1ccsc1=N
    -7 | 1 | 5% | 5% | -5% | -5% | 5% | -2 | 6% | -2

Single records, from the list above:
`COC(=O)OCC12CCC(O1)C1(C)C(=O)OCC21` (centres undefined) as listed: KCNH2 3.1 block = -12; hERG WT inh = -3; ELG1 repair inh = 1%; A-T KAP1 phos = -1%; Mito fusion act = 0%; TCR activator = -9%[46.1 µM]; USP2a block = 1%; TSHR antagonist = 10; Eya2 phos inh = -2%; TRPV1 agonist = 5
`O=[N+]([O-])c1ccc(N2CCNCC2)cc1N1CCCCCC1` as listed: KCNH2 3.1 block = -12; hERG WT inh = 16; ELG1 repair inh = 16%; A-T KAP1 phos = -4%; Mito fusion act = -12%; TCR activator = 0%; USP2a block = -1%; TSHR antagonist = 3; Eya2 phos inh = -18%; TRPV1 agonist = -2

These rows are one share of the data, so the mix of outcomes need not match the whole.
